Bioassay records as filed in PubChem.
Growth percent in the NCI-60 one-dose screen (48 h, 10 µM unless noted): 100 = growth as untreated, 0 = no growth, -100 = all killed.
T-47D – T-47D breast cancer; hit rate 5% among 79,000; AID 1794792
SK-MEL-28 – SK-MEL-28 melanoma | hit rate 4.1% among 81,000
BT-549 – BT-549 breast cancer; hit rate 4.4% among 78,000; AID 1794793
MDA-MB-435 – MDA-MB-435 melanoma; AID 1794794; hit rate 7.8% among 82,000
SK-MEL-5 – SK-MEL-5 melanoma | hit rate 6.4% among 80,000 | AID 1794755
HS 578T – HS 578T breast cancer; hit rate 4.1% among 78,000; AID 1794788
SK-MEL-2 – SK-MEL-2 melanoma | hit rate 4.7% among 77,000 | AID 1794763
LOX IMVI – LOX IMVI melanoma | hit rate 7.4% among 79,000
Active calls of the source: *; & = joins results of further samples. How the source made its calls: active means growth percent below 10; inactive means the rest.

NC(N)=N/N=C/c1cccc(Br)c1 was read as T-47D 87, SK-MEL-28 112, BT-549 87, MDA-MB-435 105, SK-MEL-5 85, SK-MEL-2 103 and LOX IMVI 90.
Screening Cc1nc(N)[nH]c(=O)c1CCCNS(=O)(=O)c1ccc(C(=O)CBr)cc1 returned T-47D 93, SK-MEL-28 100, BT-549 109, MDA-MB-435 111, SK-MEL-5 100, SK-MEL-2 130 and LOX IMVI 101.
`COC(=O)Cn1c(C(C)C)nc2ccccc21` gave T-47D 95, SK-MEL-28 101, BT-549 95, MDA-MB-435 104, SK-MEL-5 106, HS 578T 98, SK-MEL-2 115 and LOX IMVI 107.
Cc1c(C(=O)NNC(=O)c2ccc(Cl)cc2)nnn1-c1ccc([N+](=O)[O-])cc1 was read as T-47D 93, SK-MEL-28 97, BT-549 100, MDA-MB-435 93, SK-MEL-5 95 and SK-MEL-2 95.
`CC(C)(C)NC(=S)Nc1ncccc1OCc1cccc(F)c1` gave SK-MEL-28 101, BT-549 97, MDA-MB-435 87, SK-MEL-5 105, HS 578T 90 and SK-MEL-2 103.
For CC(C)OC(=O)c1ccc([N+](=O)[O-])cc1 the results were T-47D 108, SK-MEL-28 110, BT-549 113, MDA-MB-435 125, SK-MEL-5 106, HS 578T 112, SK-MEL-2 122 and LOX IMVI 98.
`OCc1c(CO)c(-c2ccc(Cl)c(Cl)c2)n2c1CCC2` gave T-47D 90, SK-MEL-28 107, BT-549 93, MDA-MB-435 110, SK-MEL-5 95, HS 578T 101, SK-MEL-2 85 and LOX IMVI 89.
Screening CCOC(=O)c1cc(C#N)n2c1ccc1c3cccnc3ccc12 returned T-47D 71, SK-MEL-28 104, BT-549 88, MDA-MB-435 98, SK-MEL-5 95, HS 578T 110, SK-MEL-2 87 and LOX IMVI 99.
Screening O=S1(=O)C(Cl)(Cl)S(=O)(=O)C(Cl)(Cl)S(=O)(=O)C1(Cl)Cl returned T-47D 103, SK-MEL-28 103, BT-549 101, MDA-MB-435 103, SK-MEL-5 108, HS 578T 112, SK-MEL-2 114 and LOX IMVI 111.
`CCCOC(=O)c1ccc2c(c1)[N+](=O)C(C(=O)Nc1ccccc1)=C(C)[N+]2=O` gave T-47D 80, SK-MEL-28 92, BT-549 95, MDA-MB-435 97, HS 578T 90, SK-MEL-2 113 and LOX IMVI 87.
`O=C(CCl)N(C1CCCCC1)C1CCCCC1` gave T-47D 101, SK-MEL-28 104, BT-549 97, MDA-MB-435 106, SK-MEL-5 93, HS 578T 105, SK-MEL-2 108 and LOX IMVI -3.1*.
For O=C(O)c1ccc(-n2cc(CNc3ccccc3)c(-c3cc(C(F)(F)F)cc(C(F)(F)F)c3)n2)cc1 the results were T-47D 52, SK-MEL-28 85, BT-549 82, MDA-MB-435 76, SK-MEL-5 85, HS 578T 67, SK-MEL-2 85 and LOX IMVI 85.
For Cc1ncc(C(=O)Nc2ccc(CN3CCN(C)CC3)c(C(F)(F)F)c2)cc1C#Cc1cnc(N)cc1C#N the results were T-47D 58, SK-MEL-28 -95*, BT-549 38, MDA-MB-435 -96*, SK-MEL-5 -100*, HS 578T -18*, SK-MEL-2 -64* and LOX IMVI -100*.
`CCC(O)CCC(CC)CC` (centres undefined) gave T-47D 100, SK-MEL-28 100, MDA-MB-435 93, SK-MEL-5 110, SK-MEL-2 133 and LOX IMVI 105.
For O=C(O)CO.[NH2-].[NH2-].[Pt+2] the results were T-47D 104, SK-MEL-28 105, BT-549 104, MDA-MB-435 102, SK-MEL-5 104, HS 578T 113, SK-MEL-2 103 and LOX IMVI 96.
For Cc1ccnc(NS(=O)(=O)c2ccc(N=Nc3c(N)[nH]c(=S)[nH]c3=O)cc2)n1 the results were T-47D 102, SK-MEL-28 106, BT-549 107, MDA-MB-435 103, SK-MEL-5 100, HS 578T 111, SK-MEL-2 104 and LOX IMVI 102.
Screening CCOC(=O)CC1CCN(c2ccc3nnc(Cl)n3n2)CC1 returned T-47D 71, SK-MEL-28 97, BT-549 117, MDA-MB-435 100, SK-MEL-5 80, HS 578T 98, SK-MEL-2 89 and LOX IMVI 103.
`COc1ccc(C(=O)c2sc3nc(-c4cc(OC)ccc4OC)cc(-c4ccc(Cl)cc4)c3c2N)cc1` gave T-47D 56, SK-MEL-28 88, BT-549 64, MDA-MB-435 103, SK-MEL-5 104, HS 578T 53, SK-MEL-2 79 and LOX IMVI 85.
Screening O=[N+]([O-])c1ccc(/C=C\c2ccncc2)cc1 returned T-47D 93, SK-MEL-28 125, BT-549 82, MDA-MB-435 94, SK-MEL-5 96, HS 578T 129, SK-MEL-2 106 and LOX IMVI 99.
For c1ccc(-n2ccc(-c3nn[nH]n3)n2)cc1 the results were T-47D 99, SK-MEL-28 108, BT-549 101, MDA-MB-435 113, SK-MEL-5 112, HS 578T 100, SK-MEL-2 99 and LOX IMVI 119.
For COc1ccc2c(O)cc3c(c2c1)[C@H](CCl)CN3C(=O)c1cc2cc(NC(=O)CCN3CCOCC3)ccc2[se]1 the results were T-47D -21*, SK-MEL-28 -59*, BT-549 -73*, MDA-MB-435 -68*, SK-MEL-5 -86*, HS 578T 5.5*, SK-MEL-2 -84* and LOX IMVI -63*.
Screening CC1=C(/C=C/C(C)=C/C=C/C(C)=C/C(=O)O)C(C)(C)CCC1 returned T-47D 77&86&63, SK-MEL-28 116&109, BT-549 99&85&100, MDA-MB-435 107&91&92, SK-MEL-5 99&86&84, HS 578T 76&97&77, SK-MEL-2 95&88 and LOX IMVI 90&85&91.
Screening COc1ccc(/C=C/c2noc(/C=C/c3ccc(OC)c(OC)c3)n2)cc1OC returned T-47D 62, SK-MEL-28 105, BT-549 85, MDA-MB-435 97, SK-MEL-5 71, HS 578T 103, SK-MEL-2 95 and LOX IMVI 98.
`CSC1=Nc2c(c(C)c(C)n2CCCCCC(=O)O)C2=NC(=O)CN12` gave T-47D 113, SK-MEL-28 111, BT-549 310, MDA-MB-435 110, SK-MEL-5 101, HS 578T 110, SK-MEL-2 130 and LOX IMVI 88.
CCCCCCCC(CO)CCCCC (centres undefined) was read as T-47D 99, SK-MEL-28 111, BT-549 93, MDA-MB-435 106, SK-MEL-5 99, HS 578T 100 and LOX IMVI 99.
CCN(CC)CCCC(C)Nc1ccnc2ccc(Cl)cc12 (centres undefined) was read as T-47D 87, SK-MEL-28 109, BT-549 42, MDA-MB-435 105, SK-MEL-5 88, HS 578T 94, SK-MEL-2 109 and LOX IMVI 69.
For CC(C)=CCN1CCC(C(=O)Nc2ccc(-c3nc4ccccc4[nH]3)cc2)CC1 the results were T-47D 84, SK-MEL-28 106, BT-549 103, MDA-MB-435 102, SK-MEL-5 93, HS 578T 96 and SK-MEL-2 103.
For CC1=C(C=C(Cl)Cl)CC(=O)C=C1 the results were T-47D 96, SK-MEL-28 104, BT-549 107, MDA-MB-435 101, SK-MEL-5 106, HS 578T 103, SK-MEL-2 96 and LOX IMVI 98.
`Nc1nc(Nc2ccc(Cl)cc2SSc2cc(Cl)ccc2Nc2nc(N)nc(C(Cl)(Cl)Cl)n2)nc(C(Cl)(Cl)Cl)n1` gave T-47D 38, SK-MEL-28 101, BT-549 74, MDA-MB-435 101, SK-MEL-5 88, HS 578T 94, SK-MEL-2 84 and LOX IMVI 78.
For CSC(=NCCCCN=C(NS(=O)(=O)c1ccc(Cl)cc1)SC)NS(=O)(=O)c1ccc(Cl)cc1 the results were T-47D 88, SK-MEL-28 113, BT-549 101, MDA-MB-435 98, SK-MEL-5 99, HS 578T 79, SK-MEL-2 91 and LOX IMVI 87.
CC(C)c1ccc2c(N)c(C(=O)Nc3cccc(C(F)(F)F)c3)sc2n1 was read as T-47D 52, SK-MEL-28 80, BT-549 112, MDA-MB-435 82, SK-MEL-5 72 and SK-MEL-2 90.
Screening CCOC(=O)c1cccnc1Nc1ccc(N=C2C(=O)Nc3ccccc32)cc1 returned T-47D 88, SK-MEL-28 106, BT-549 108, MDA-MB-435 105, SK-MEL-5 100, HS 578T 96, SK-MEL-2 100 and LOX IMVI 111.
`CC(CC(=O)c1ccccc1)=NCCCN=C(C)CC(=O)c1ccccc1` gave T-47D 99, SK-MEL-28 100, BT-549 124, MDA-MB-435 112, SK-MEL-5 95, HS 578T 100, SK-MEL-2 113 and LOX IMVI 96.
`Cc1c(C(=O)NCCCC(=O)NO)sc2ncnc(Nc3ccc(NC(=O)Nc4ccccc4)cc3)c12` gave T-47D 104, SK-MEL-28 109, BT-549 105, MDA-MB-435 102, SK-MEL-5 98, HS 578T 106, SK-MEL-2 113 and LOX IMVI 94.
Screening Cc1[nH]nc2c1C(c1cc3ccc(Cl)cc3nc1Cl)C(C#N)=C(N)O2 (centres undefined) returned T-47D 74, SK-MEL-28 100, BT-549 84, MDA-MB-435 91, SK-MEL-5 97, HS 578T 101, SK-MEL-2 94 and LOX IMVI 94.
Screening COC(=O)[C@@H]1CSCN1C(=O)C1=C(C)NC(=S)NC1c1cccc(O)c1 (some centres undefined) returned T-47D 111, SK-MEL-28 121, BT-549 105, MDA-MB-435 108, SK-MEL-5 118, HS 578T 104, SK-MEL-2 116 and LOX IMVI 99.

Six structures already listed, sorted by number of heavy atoms, highest first.
`Nc1nc(Nc2ccc(Cl)cc2SSc2cc(Cl)ccc2Nc2nc(N)nc(C(Cl)(Cl)Cl)n2)nc(C(Cl)(Cl)Cl)n1` gave T-47D 38, SK-MEL-28 101, BT-549 74, MDA-MB-435 101, SK-MEL-5 88, HS 578T 94, SK-MEL-2 84 and LOX IMVI 78.
For CC(C)=CCN1CCC(C(=O)Nc2ccc(-c3nc4ccccc4[nH]3)cc2)CC1 the results were T-47D 84, SK-MEL-28 106, BT-549 103, MDA-MB-435 102, SK-MEL-5 93, HS 578T 96 and SK-MEL-2 103.
`CC(CC(=O)c1ccccc1)=NCCCN=C(C)CC(=O)c1ccccc1` gave T-47D 99, SK-MEL-28 100, BT-549 124, MDA-MB-435 112, SK-MEL-5 95, HS 578T 100, SK-MEL-2 113 and LOX IMVI 96.
CC(C)c1ccc2c(N)c(C(=O)Nc3cccc(C(F)(F)F)c3)sc2n1 was read as T-47D 52, SK-MEL-28 80, BT-549 112, MDA-MB-435 82, SK-MEL-5 72 and SK-MEL-2 90.
Screening Cc1[nH]nc2c1C(c1cc3ccc(Cl)cc3nc1Cl)C(C#N)=C(N)O2 (centres undefined) returned T-47D 74, SK-MEL-28 100, BT-549 84, MDA-MB-435 91, SK-MEL-5 97, HS 578T 101, SK-MEL-2 94 and LOX IMVI 94.
CCN(CC)CCCC(C)Nc1ccnc2ccc(Cl)cc12 (centres undefined) was read as T-47D 87, SK-MEL-28 109, BT-549 42, MDA-MB-435 105, SK-MEL-5 88, HS 578T 94, SK-MEL-2 109 and LOX IMVI 69.

Next entries follow:
For COc1cc2ncnc(Nc3cc(=O)[nH]c(SC)n3)c2cc1OC the results were T-47D 97, SK-MEL-28 106, BT-549 98, MDA-MB-435 104, SK-MEL-5 103, HS 578T 98, SK-MEL-2 94 and LOX IMVI 98.
COc1ccc(Cl)cc1/C=C/C=Nc1ccc(S(N)(=O)=O)cc1 was read as T-47D 87, SK-MEL-28 103, BT-549 103, MDA-MB-435 104, SK-MEL-5 98, HS 578T 107 and LOX IMVI 66.
`COc1ccc2oc(=O)cc(Cn3cnc4c(NCc5ccco5)ncnc43)c2c1` gave T-47D 89, SK-MEL-28 112, BT-549 96, MDA-MB-435 105, SK-MEL-5 100, HS 578T 106, SK-MEL-2 93 and LOX IMVI 95.
For N#C/C(=C1C=C(Br)/C(=N\O)C=C\1Cl)c1ccc(Cl)cc1 the results were T-47D 55, SK-MEL-28 103, BT-549 100, MDA-MB-435 98, SK-MEL-5 106, HS 578T 92 and LOX IMVI 63.
`O=C(NCCNc1nccc(Nc2ccc(S(=O)(=O)Nc3ccccn3)cc2)n1)c1ccco1` gave T-47D 102, SK-MEL-28 105, BT-549 116, MDA-MB-435 107, SK-MEL-5 101, HS 578T 91, SK-MEL-2 103 and LOX IMVI 103.
`COc1cc(CNC(=O)CCCC/C=C/C(C)C)ccc1OCc1n[nH]c(=S)o1` gave T-47D 97, SK-MEL-28 111, BT-549 113, MDA-MB-435 101, HS 578T 95, SK-MEL-2 109 and LOX IMVI 100.
`COc1ccc(C2CC(=O)c3c(O)cc(O)cc3O2)cc1O` (centres undefined) gave T-47D 107, SK-MEL-28 110, BT-549 103, MDA-MB-435 109, SK-MEL-5 113, HS 578T 120, SK-MEL-2 109 and LOX IMVI 112.
Screening Cc1nn(-c2ccc(Cl)cc2)c(=O)n1CCOc1ccc(Cl)c2cccnc12 returned T-47D 86, SK-MEL-28 112, BT-549 95, MDA-MB-435 101, SK-MEL-5 104, HS 578T 97, SK-MEL-2 101 and LOX IMVI 141.
For COC(=O)CCC(NC(=O)C(CCCCN)N(C(=O)OCc1ccccc1)C(=O)OCc1ccccc1)C(=O)OC (centres undefined) the results were T-47D 88, SK-MEL-28 111, BT-549 110, MDA-MB-435 103, SK-MEL-5 100, HS 578T 117 and LOX IMVI 93.
`CCCCCCC(C(=O)O)C(=O)O` gave SK-MEL-28 105, BT-549 109, MDA-MB-435 104, SK-MEL-5 101, HS 578T 98, SK-MEL-2 106 and LOX IMVI 94.
Screening O=C(Nc1cccc2cccnc12)c1ccc2ccc3ccc(C(=O)Nc4cccc5cccnc45)nc3c2n1 returned T-47D 56, SK-MEL-28 90, BT-549 58, MDA-MB-435 80, SK-MEL-5 34, HS 578T 38, SK-MEL-2 77 and LOX IMVI 40.
Screening CNC1=C([N+](=O)[O-])C(c2cccc(O)c2)C(C#N)=C(c2cccs2)O1 (centres undefined) returned T-47D 92, SK-MEL-28 124, BT-549 105, MDA-MB-435 108, SK-MEL-5 102, HS 578T 112, SK-MEL-2 116 and LOX IMVI 97.
CCCCCCCCCCCCCCCC(=O)N(CCC#N)CCC#N was read as T-47D 66, SK-MEL-28 93, BT-549 91, MDA-MB-435 96, SK-MEL-5 108, HS 578T 102, SK-MEL-2 80 and LOX IMVI 80.

No enrichment for hits; any-hit rate near 12%.
